# LGR2 inh: Drosophila LGR2 receptor signaling inhibition | HEK293 LGR2, CRE-luciferase, bursicon-stimulated, 4 h | actives 0.35% (n = 380,000) | inhibition, % at 9.99 µM;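 active = drop in luminescence signal, shown as inhibition above about 50% in the replicate tests, limit read from the data, passing the limit was not always enough; inconclusive = probably only some replicates passing the limit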;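 note: agonist challenge used bursicon conditioned medium at about half maximal strength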
# SIRT5 inh: blocks human SIRT5 desuccinylation of peptide; inhibition, % at 15 µM; Purified SirT5, succinyl-peptide AMC, trypsin-coupled fluorescence; Q9NXA8; actives 1.1% (n = 330,000); in the data active = inhibition above about 15%; inconclusive = no clear call, values can overlap the other calls
# Target sequence (Q9NXA8 whole entry, looked up): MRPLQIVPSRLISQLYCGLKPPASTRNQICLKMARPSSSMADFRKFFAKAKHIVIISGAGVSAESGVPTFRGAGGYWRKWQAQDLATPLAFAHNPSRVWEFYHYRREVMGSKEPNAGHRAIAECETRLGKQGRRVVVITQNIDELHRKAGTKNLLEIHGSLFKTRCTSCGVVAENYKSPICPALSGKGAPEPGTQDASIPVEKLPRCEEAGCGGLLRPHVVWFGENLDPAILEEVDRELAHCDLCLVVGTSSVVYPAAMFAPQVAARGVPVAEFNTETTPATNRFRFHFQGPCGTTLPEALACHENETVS
# Cneo AK release: Cryptococcus neoformans lysis via adenylate kinase release. C. neoformans lysis, adenylate kinase release luminescence, 4 h; normalised: neutral wells 0, clomiphene wells 100. lysis activity, % at 15 µM. actives 0.2% (n = 360,000). AID 651654;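 active = mean lysis activity across replicates of at least 80%, whatever share of replicates individually reach that level; inactive = mean lysis activity below 80%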
#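 Schedule: static 4 h at 37 °C with compound, 1 h detection; system: C. neoformans cells; benchmarks: Clomiphene as positive control; buffer or medium: fresh YPD medium; measure: luminescence rise reflecting yeast cell lysis; measured by: luminescent adenylate kinase detection reagent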
# S100A4 inh HTS: blocks human S100A4 binding to myosin IIA peptide; P26447; S100A4/TAMRA-MyoIIA peptide fluorescence polarization; inhibition, % at 10.7 µM; actives 0.14% (n = 360,000);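 active = mean inhibition of at least 70% across replicates, with every replicate also reaching that level; inconclusive = mean inhibition reaches 70% but some replicates fall short; inactive = mean inhibition below 70%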
# Target sequence (P26447 whole entry, looked up): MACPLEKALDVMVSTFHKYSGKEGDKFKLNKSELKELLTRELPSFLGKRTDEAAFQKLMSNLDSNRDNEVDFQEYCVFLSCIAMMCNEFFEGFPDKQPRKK
#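 Test system – S100A4 monomer (human) · Compound – single-point compound testing · Schedule – 5 min incubation before reading · Probe or stimulus – TAMRA-labelled myosin IIA heavy-chain peptide probe, 5 nM · Benchmarks – neutral control DMSO, positive control TFP · Medium – Calcium-containing HEPES buffer, pH 7.2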
# XiGFP reactiv: activators of X-chromosome reactivation in mouse fibroblasts; XiGFP mouse fibroblasts, % GFP-positive cells imaging, 3 d; cells co-treated with 5-aza-dC sensitizer; scaled so ellipticine positive control = 100%; activation, % at 7.58 µM; actives 0.055% (n = 360,000); AID 743238;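 active = mean normalized replicate activation at least 10% and every replicate at or above 10%; inconclusive = only one of the two criteria met; inactive = mean below 10% and not all replicates reach 10%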;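 note: 0% = median of on-plate neutral control wells and 100% = ellipticine 6 µM median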
#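 Material: XiGFP fibroblasts, SV40-immortalized; Buffer or medium: DMEM containing 5-aza-dC; Compound dosing: single point; Times: 3 days compound exposure.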
# ERAP1 inh: inhibitors of human ERAP1 aminopeptidase; Q9NZ08; recombinant ERAP1, Leu-AMC fluorescence, 60 min; inhibition, % at 10.7 µM; actives 0.15% (n = 340,000);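 active = mean replicate inhibition of at least 30%, or all replicates individually reaching that 30% level; inactive = mean below 30% and not every replicate reaching it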;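 note: 0% = neutral control wells and 100% = L-leucinethiol positive control wells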
# PGC1a acetyl inh: lowers PGC1a acetylation signal in U2OS cells. AlphaScreen anti-acetyl-lysine; with virally co-expressed GCN5 acetyltransferase. inhibition, % at 15.6 µM. actives 0.17% (n = 350,000). AID 651687;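 active = every replicate shows inhibition of at least 40%; inconclusive = mean inhibition at least 40% but some replicate below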;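 note: 0% = neutral control wells and 100% = positive control wells; some results beyond the cut were filed as inactive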
# C2C12 statin: suppressors of simvastatin-induced myotoxicity in C2C12 myotubes. ATP luminescence, 48 h; scaled: DMSO 0, geranylgeraniol control 100. rescue of ATP level, % at 7.49 µM. actives 0.78% (n = 330,000). AID 602340;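 active = mean ATP rescue above about 67%, or every replicate alone reaching that limit, limit read from the data, passing the limit was not always enough; inconclusive = no clear call, values can overlap the other calls; inactive = mean under the limit and some replicate under it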;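 note: myotubes were challenged with 10 µM simvastatin during compound exposure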
# * = called active by the depositor; ? = inconclusive; nt = no result given; & = joins results of further samples.
SMILES,LGR2 inh,SIRT5 inh,Cneo AK release,S100A4 inh HTS,XiGFP reactiv,ERAP1 inh,PGC1a acetyl inh,C2C12 statin
COc1cc(NC(=O)COC(=O)CNC(=O)C23CC4CC(CC(C4)C2)C3)cc(OC)c1,0,3,1,-2,0.0,-2,-1,1
O=C(Nc1ccc(F)cc1F)c1ccc(COc2c(F)c(F)cc(F)c2F)o1,2,nt,3,nt,nt,nt,20,-15
CCOC(=O)c1nnn2c1nc(N(CC)CC)c1ccccc12,-7,-3,7,37,0.3,5,3,-2
S=C(NCc1ccc2c(c1)OCO2)NC1CCN(Cc2ccccc2)CC1,2,0,1,0,0.0,-6,0,0
O=C(NC(c1ccccc1)c1ccccc1)C1CCCN(S(=O)(=O)c2cnc[nH]2)C1 (stereo not drawn),-8,nt,-2,-2,0.1,nt,-13,2
CNC[C@@H]1OCCCC[C@@H](C)Oc2ccc(NC(=O)c3ccccc3)cc2C(=O)N([C@H](C)CO)C[C@@H]1C,-1,4,-1,-1,-0.5,1,7,-32
C[C@@H](NC(=O)C[C@H]1CC[C@@H]2[C@@H](COc3ccc(NC(=O)C4CCOCC4)cc3C(=O)N2C)O1)c1ccccc1,4,nt,nt,nt,0.1,nt,2,-12
COc1ccc(S(=O)(=O)Nc2ccc3c(c2)n(C)c(=O)n3C)cc1OC,-15,0,1,-8,0.4,-5,-1,5
Clc1ccc(CSc2ncn[nH]2)cc1,6,-2,-2,-3,nt,2,nt,18
COCC#Cc1ccc([C@@H]2[C@@H](CO)N3CCCCN(C(=O)COC)C[C@@H]23)cc1,12,-5,0,12,0.1,-2,1,nt
COc1ccc(Cl)cc1NC(=S)Nc1cccnc1,-1,-6,-1,7,0.0,-7,10,1
COc1ccc(OC)c(CN2CCN(C(=O)c3cccc(S(=O)(=O)Nc4ccc(F)cc4)c3)CC2)c1,-25,-1,-5,-4,0.0,-2,nt,-2
Cc1ccc(S(=O)(=O)n2ccc3c(OCCOCCNCc4ccc(F)cc4)cccc32)cc1,-1,2,13,-8,0.0,-1,4,-9
O=C(NCc1ccccc1)C1=C[C@H](c2csc3ccccc23)C[C@H](OCCCCO)O1,17,1&2,-8&-2,-9&-5,0.2,0&6,-20&-5,13
CCCc1nc2ccc(NC(=O)c3cccs3)cc2c(=O)n1Cc1ccc(Cl)cc1,-9,-10,0,0,0.1,-2,-9,-10
Cc1cc2ncn(CCC(=O)NC(C)(C)C)c2cc1C,6,nt,nt,1,0.0,0,nt,nt
CN1c2ccc(-c3ccc(F)cc3)cc2[C@H]2[C@H](CCN2C(=O)Cc2cccnc2)[C@H]1CO,16,nt,-4,4,0.2,0,2,9
C/C=C/c1ccc2c(c1)O[C@@H](CN(C)C(=O)CN(C)C)[C@@H](C)CN([C@H](C)CO)S2(=O)=O,-2,0,-1,1,-0.9,0,-11,6
C[C@@H]1CN([C@@H](C)CO)C(=O)c2cccc(NC(=O)c3nc4ccccc4s3)c2O[C@@H]1CN(C)S(=O)(=O)c1ccc(Cl)cc1,-2,12,-6,4,0.2,-1,5,16
O=C(ONC1=NCCCCC1)c1ccc([N+](=O)[O-])cc1,-9,-1,nt,-37,0.3,-2,nt,nt
C(=C\c1ccccc1)/CN1CCN(C(c2ccccc2)c2nnnn2Cc2ccccc2)CC1 (stereo not drawn),10,0,0,-17,-0.2,-3,0,-11
C[C@@H]1CN([C@@H](C)CO)C(=O)Cc2cc(NC(=O)Cn3cnnn3)ccc2O[C@H]1CN(C)Cc1ccc(Oc2ccccc2)cc1,5,4,2,15,-1.2,6,-8,?
CC1CCN(C(=O)CN2c3cccc4cccc(c34)S2(=O)=O)CC1,-5,-4,2,0,0.4,1,-6,-2
COc1cc([N+](=O)[O-])ccc1NC(=O)CN1C(=O)NC2(CCCCC2C)C1=O (stereo not drawn),2,-1,nt,-10,-0.1,18,4,nt
C[C@@H]1CN([C@H](C)CO)C(=O)c2cccc(NC(=O)Nc3ccc(F)cc3)c2O[C@H]1CN(C)S(=O)(=O)c1ccc(Cl)cc1,-14,5,3,-6,0.2,0,5,-5
# Next part
SMILES,LGR2 inh,SIRT5 inh,Cneo AK release,S100A4 inh HTS,XiGFP reactiv,ERAP1 inh,PGC1a acetyl inh,C2C12 statin
CC(C)NC(=O)Nc1ccc2c(c1)C(=O)N([C@H](C)CO)C[C@H](C)[C@H](CN(C)Cc1ccncc1)O2,0,0,0,6,-0.6,-3,-1,2
CN1CCN(Cc2nc3c(c(=O)[nH]c(=O)n3C)n2Cc2c(F)cccc2Cl)CC1,0,1,-1,7,0.0,2,-8,6
CC1CCCC(NC(=O)CCCn2ncn3c(cc4occc43)c2=O)C1C (stereo not drawn),1,-1,-1,-1,1.2,0,13,11
COc1ccc(CN2CCCC(CO)(Cc3ccc(F)cc3)C2)c(OC)c1OC (stereo not drawn),nt,-3,-1,-1,-0.1,-2,-17,9
COc1ccc(C=O)cc1OS(=O)(=O)c1ccccc1[N+](=O)[O-],-20,-2,nt,0,0.4,10,nt,nt
COc1ccc(-c2coc3c(C(=O)NCC4CCOCC4)cccc23)c(C)c1,12,-1,-1,-2,0.4,-4,25,-12
O=C1c2ccccc2C(O)(c2ccccc2)N1c1ccncc1 (stereo not drawn),5,3,-7,-1,0.0,-4,nt,-6
CO[C@H]1CN(C)C(=O)c2ccc(NC(=O)NC(C)C)cc2OC[C@@H](C)N(Cc2ccccc2)C[C@@H]1C,17,7,51,-1,0.4,-4,-6,13
COCC(=O)N1CCC2CC1c1cc(Cl)ccc12 (stereo not drawn),-6,22*,6,-3,nt,-4,-2,1
CC1=NN(C(N)=S)C(=O)C1N=Nc1ccc(S(N)(=O)=O)cc1 (stereo not drawn),10,9,1,-5,-0.1,8,22,-11
NC(=O)CC(NC(=O)c1ccccc1)c1ccc(N2CCN(c3ccc(F)cc3)CC2)c([N+](=O)[O-])c1 (stereo not drawn),-2,-5,3,-2,-0.1,0,0,-14
CC(=O)Nc1ccc(-c2cc(C(=O)O)c3ccccc3n2)cc1,13,-2,-4,-14,0.1,1,1,nt
CCCC#Cc1ccc2c(c1)O[C@H](CN(C)C(=O)c1cnccn1)[C@@H](C)CN([C@@H](C)CO)S2(=O)=O,8,-2,1,3,0.0,2,-1,2
O=C(CCNS(=O)(=O)c1ccccc1C(F)(F)F)NNC(=O)c1csc(N2CCOCC2)n1,7,-2,5,-3,0.0,3,7,3
O=C(c1cnccn1)N1CC(=O)N2[C@H](CO)[C@H](c3ccc(-c4cccc(F)c4)cc3)[C@H]2C1,21,nt,nt,7,0.1,0,1,nt
CCCCCCCCC(=O)N/N=C/c1cccc(Br)c1,-4,-2,0,-1,nt,6,0,16
CC1CCCCN1CC(=O)c1c(N)n(Cc2ccccc2)c(=O)n(C)c1=O (stereo not drawn),0,7,-2,-4,0.1,-6,4,-16
CN(C)CCCNC(=O)[C@@H]1[C@@H](CO)[C@@H]2Cn3c(ccc(C4=CCCCC4)c3=O)[C@H]1N2Cc1cocn1,-9,-41,-5,17,0.5,4,nt,13
C[C@@H]1CN([C@@H](C)CO)C(=O)c2cc(/C=C/c3ccccc3)cnc2O[C@@H]1CN(C)Cc1ccncc1,-13,-10,2,4,-2.1,5,17,-45
C/C=C/c1ccc([C@H]2[C@H](CO)N(C(C)=O)[C@H]2CN(C)C(=O)CN(C)C)cc1,2,nt,-1,nt,-0.1,nt,-2,-1
Cc1ccc(CNC(=O)C2CCCN(S(=O)(=O)N3CCC(C)CC3)C2)cc1 (stereo not drawn),13,-2,2,-3,0.4,0,-19,13
Cc1cccc(CSCc2ccc(C(=O)NCC3CCCO3)o2)c1 (stereo not drawn),-4,-8,0,3,0.2,nt,-15,nt
O=C(Nc1ccc(F)cc1)C1CCCN(c2cnccn2)C1 (stereo not drawn),5,-2,0,12,0.1,5,7,2
COc1cccc(C(=O)NCC(=O)OC(C)C(=O)NC23CC4CC(CC(C4)C2)C3)c1 (stereo not drawn),-9,-2,nt,6,0.0,3,4,-4
Cc1ccc(C)c(N2CCN(C(=O)Cc3ccc(NC4=NC5CS(=O)(=O)CC5S4)cc3)CC2)c1 (stereo not drawn),-1,-6,3,-10,0.2,2,7,-5

# An excerpt from above in order of their number in PGC1a acetyl inh, rising.
molecule	PGC1a acetyl inh
COCC(=O)N1CCC2CC1c1cc(Cl)ccc12 (stereo not drawn)	-2
CC1CCCC(NC(=O)CCCn2ncn3c(cc4occc43)c2=O)C1C (stereo not drawn)	13
C[C@@H]1CN([C@@H](C)CO)C(=O)c2cc(/C=C/c3ccccc3)cnc2O[C@@H]1CN(C)Cc1ccncc1	17

# (next part)
SMILES,LGR2 inh,SIRT5 inh,Cneo AK release,S100A4 inh HTS,XiGFP reactiv,ERAP1 inh,PGC1a acetyl inh,C2C12 statin
CC(C)C#Cc1cnc2c(c1)C(=O)N([C@@H](C)CO)C[C@@H](C)[C@H](CN(C)Cc1ccccn1)O2,2,21*,nt,-4,-0.2,1,nt,nt
CC(/C=C/c1ccc2c(c1)OCO2)=N\NC(=O)c1ccccc1,-52,-1,nt,-2,0.1,0,nt,nt
CCCN1CCN(CCCNC(=O)c2ccc3c(Cl)c4c(nc3c2)CCCC4)CC1,1,-5,-3,-9,0.1,0,5,-31
O=C(C1CCCCC1)N1CC2(C1)[C@H](c1ccccc1)[C@H](CO)N2Cc1nccs1,-17,-1,nt,-5,0.0,0,0,nt
COc1cccc(NC(=O)N(C)C[C@@H]2Oc3ncc(C#Cc4ccncc4)cc3C(=O)N([C@H](C)CO)C[C@@H]2C)c1,1,-9,-2,-5,-1.1,1,1,24
COCC(=O)Nc1ccc2c(c1)C(=O)N(C)C[C@@H](OC)[C@H](C)CN(C)[C@H](C)CO2,-23,-2,2,6,0.0,-4,5,1
Cn1c(Cc2cccs2)nnc1SCC(=O)Nc1ccccc1F,-2,0,nt,2,-0.1,-3,nt,20
CO[C@@H]1CN(C)C(=O)c2cc(NC(=O)Cc3ccccc3)ccc2OC[C@@H](C)N(C)C[C@@H]1C,2,-1,3,8,0.3,-4,nt,9
CC(C)N(C(=O)COC(=O)c1cccc(C(=O)OCC(=O)N(C(C)C)C(C)C)n1)C(C)C,-5,nt,nt,4,0.2,-2,5,nt
Brc1ccc2nc(C3CCCCC3)c(Cc3ccsc3)n2c1,-17,-2,16,-14,0.0,3,-19,2
CO[C@@H]1CN(C)C(=O)c2ccc(NC(C)=O)cc2OC[C@H](C)N(C(=O)C2CC2)C[C@H]1C,8,-2,-8,2,-0.4,1,1,6
C[C@@H]1CN([C@H](C)CO)C(=O)Cc2cc(NC(=O)Nc3ccc(C(F)(F)F)cc3)ccc2O[C@H]1CN(C)Cc1ccc(Oc2ccccc2)cc1,4,nt,-4,nt,0.0,nt,-3,32
Cc1nn(C(=O)Cn2cc([N+](=O)[O-])cn2)c(C)c1Cl,-10,-4,1,7,0.1,nt,-3,nt
Oc1ccc(C(c2nnnn2C2CCCCC2)N2CCOCC2)cc1 (stereo not drawn),10,15,-1,0,-0.1,2,2,-1
CC(=O)c1cccc(S(=O)(=O)NCCC(=O)NC2CCCCCC2)c1,-11,-5,-2,1,0.3,0,5,4
O=c1[nH]c2c(c(=O)[nH]1)OCN(Cc1ccccc1)C2,-20,-3,1,-2,-0.1,-2,13,5

# Bioassay records deposited in PubChem BioAssay by Broad Institute.

# Not all compounds are listed; rates above refer to the full screens.
